Assay outcomes from PubChem.
HIV peptide binding: inhibitors of HIV fusion peptide binding, primary screen, biochemical, uHTS, fluorescence dequenching (AID 1986). one-dose inhibition, % at 20 µM; IC50 in µM for titrated hits. cell-free peptide binding, fluorescence dequenching, 30 min; higher % means a stronger effect. hit rate 0.3% among 290,000; in the data active = inhibition mostly above about 52%, no sharp cut-off; inactive = mostly below about 76%; note: some results filed as inactive read as strong as hits
GPR55 LPI antagonism: GPR55 antagonists blocking LPI-driven arrestin recruitment, primary screen, imaging, U2OS, beta-arrestin-GFP, LPI agonist (AID 2013); U2OS GPR55 beta-arrestin-GFP translocation imaging, LPI antagonism; higher % means a stronger effect; inhibition, % at 10 µM, or IC50 in µM where a hit was titrated; hit rate 0.13% among 290,000;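 active = spots per cell inhibited over 60%, with over 100 cells counted and total cytoplasm intensity under 500,000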;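 note: U2OS cells stably carrying GPR55 and arrestin-GFP stimulated by 5 µM LPI near EC80; imaged beta-arrestin-GFP aggregate spots per cell after agonist stimulation; plate controls were LPI-stimulated DMSO wells for no effect and DMSO wells without LPI for full effect; some results filed as inactive read as strong as hits; confirmed hits need IC50 under 10 µM and bright autofluorescent wells are also inconclusive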
GPR35 antagonists: GPR35 antagonists blocking zaprinast-driven arrestin recruitment, primary screen, imaging, U2OS, beta-arrestin-GFP, zaprinast agonist (AID 2058) | inhibition, % at 10 µM; hits with a dose series show IC50 in µM | hit rate 0.052% among 290,000 | U2OS GPR35 beta-arrestin-GFP translocation imaging, zaprinast antagonism; higher % means a stronger effect | G-protein coupled receptor 35 (Homo sapiens);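 active = inhibition of at least 50% with at least 30 cells and total cytoplasm GFP at most 10,000,000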
NTR1 ag: agonists of NTR1, primary screen, imaging, U2OS cells, beta-arrestin-GFP, high content (AID 493036); activation, % at 20 µM; Neurotensin receptor type 1 (Homo sapiens), P30989; NTR1-U2OS beta-arrestin-GFP spot imaging, agonist mode; hit rate 0.17% among 330,000;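 active = activation at or above 40% of the spot to cytoplasm intensity ratio, with at least 20 cells analyzed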;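 note: 0% = DMSO without peptide and 100% = 100 nM NTR1 peptide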
Target sequence (P30989 whole entry, looked up): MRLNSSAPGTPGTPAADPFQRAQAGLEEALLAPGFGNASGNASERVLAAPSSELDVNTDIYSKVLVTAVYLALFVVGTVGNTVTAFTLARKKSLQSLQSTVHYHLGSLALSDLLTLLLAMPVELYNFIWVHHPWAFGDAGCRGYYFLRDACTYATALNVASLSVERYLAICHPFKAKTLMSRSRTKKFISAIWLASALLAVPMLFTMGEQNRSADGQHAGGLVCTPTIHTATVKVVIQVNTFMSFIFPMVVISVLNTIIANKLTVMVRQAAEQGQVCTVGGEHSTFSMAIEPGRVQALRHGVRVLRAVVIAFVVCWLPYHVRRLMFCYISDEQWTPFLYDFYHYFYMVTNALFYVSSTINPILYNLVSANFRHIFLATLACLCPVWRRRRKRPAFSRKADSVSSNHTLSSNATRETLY
GPR55 activation: GPR55 agonists via beta-arrestin recruitment, primary screen, imaging, U2OS cells, beta-arrestin-GFP redistribution (AID 1961); U2OS GPR55 beta-arrestin-GFP redistribution imaging; higher % means a stronger effect; activation, % at 10 µM, or EC50 in µM where a hit was titrated; hit rate 0.048% among 290,000;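 active = activation above 40% with more than 50 cells counted in the well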;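 note: U2OS osteosarcoma cells stably expressing GPR55 and beta-arrestin-GFP; plate controls were DMSO negative control for no effect and LPI positive control for full effect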
Dengue-2 NS5 capping: Dengue-2 NS5 methyltransferase inhibitors, primary screen, biochemical, confirmation dose response (AID 588689); Dengue-2 NS5 methyltransferase capping enzyme assay, biochemical; higher % means a stronger effect; inhibition, % at 25 µM; hits with a dose series show IC50 in µM; hit rate 0.3% among 340,000; Genome polyprotein (Dengue virus type 2 (strain 16681-PDK53)); in the data active = a potency from the dose series
AID2073: inhibitors of Mint1-CaV2.2 protein interaction, biochemical, HTRF (AID 2073); Voltage-dependent N-type calcium channel subunit alpha-1B (Homo sapiens); HTRF protein-protein interaction, Mint1-CaV2.2; higher % means a stronger effect; inhibition, % at 20 µM, or IC50 in µM where a hit was titrated; hit rate 0.19% among 290,000; in the data active = inhibition mostly above about 51%, no sharp cut-off; note: some results filed as inactive read as strong as hits
K1F lysis inhibition: inhibition of K1F phage lysis, E. coli UTI89, bacterial capsule biogenesis inhibitors, alamar blue (AID 488966); E. coli UTI89 K1F phage lysis, alamar blue, 2 h; higher % means a stronger effect; inhibition, % at 100 µM; hits with a dose series show IC50 in µM; hit rate 0.02% among 340,000;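 active = phage lysis inhibition, versus mean bacterial control, above a set limit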;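 note: capsule biogenesis inhibitors block K1F phage lysis so surviving cells raise fluorescence; higher fluorescence means more inhibition of phage lysis; actives were called in the ten point dose series up to 300 µM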
Siah-1 displacement: Siah-1 peptide-binding antagonists, primary screen, biochemical, fluorescence polarization, rhodamine-plectin, uHTS (AID 1817). Siah-1 / rhodamine-plectin peptide fluorescence polarization; higher % means a stronger effect. hit rate 0.02% among 290,000. displacement, % at 20 µM, or IC50 in µM where a hit was titrated;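 active = displacement of at least 50% at 20 µM, with a fluorescence ratio check between 0.3 and a set limit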;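 note: plate controls were Siah plus tracer with DMSO for no effect and tracer alone without Siah for full effect; strong numbers were not always called active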
NTR1 ag cell count 20 µM: second read-out of NTR1 ag, no call of its own (marks repeat the call); cell count; measured here: cell count, cytotoxicity flag
An asterisk follows results filed as active; . = not tested or not shown; [ ] = remark or other dose.

SMILES	HIV peptide binding	GPR55 LPI antagonism	GPR35 antagonists	NTR1 ag	NTR1 ag cell count 20 µM	GPR55 activation	Dengue-2 NS5 capping	AID2073	K1F lysis inhibition	Siah-1 displacement
CCOC(=O)c1ccc(N/C=C/C(=O)c2ccc(OC)c(OC)c2)cc1	-0.4%	1%	5%	6.5	73	-0.1%	2%	18%	10%	5%
CC1(C)Cc2ccccc2C2=NNC(=O)C2=N1	-1.4%	-3%	-3%	1.9	48	-0.1%	24%	-5%	2.5%	0%
CC(OC(=O)CCc1nc2ccccc2c(=O)[nH]1)C(=O)Nc1ccc2c(c1)OCO2 (configuration not stated)	-1.1%	5%	11%	-1.4	53	0.5%	4%	18%	-0.2%	0%
CC(NC(=O)NC(=O)c1cccc(Cl)c1)c1ccccc1 (configuration not stated)	1.9%	1%	14%	2.5	58	0.2%	-6%	36%	0.7%[50 µM]	2%
Cc1cccc(OCc2nnc(SCC(=O)N3CCCCC3)o2)c1	1.4%	-4%	3%	0.8	48	0.3%	-4%	16%	1.3%	11%
COc1ccccc1CNC(=O)CSc1nnc2c(n1)[nH]c1ccc(F)cc12	-0.8%	6%	10%	7.5	42	-0.3%	-2%	12%	-0.2%	5%
CCOCC(=O)Nc1ccccc1C(=O)N1CCOCC1	-0.1%	0%	-5%	1.5	80	-0.1%	-2%	-4%	0.0%	0%
c1ccc2c(c1)nc(N1CCN(C3CCCCC3)CC1)c1nnnn12	2.3%	-1%	-6%	.	.	0.2%	.	13%	.	2%
C=CCOc1cccc(C2/C(=C(/O)c3ccc(C)cc3)C(=O)C(=O)N2CCN2CCOCC2)c1 (configuration not stated)	0.2%	-9%	17%	5.2	55	0.7%	-1%	-3%	5.7%	-2%
COc1ccc(CNC(N)=O)cc1OC	2.7%	9%	1%	-0.2	44	-0.1%	3%	-5%	0.4%	-2%
NC(=O)CNC(=O)[C@@H]1CC2(CC(c3cccc([N+](=O)[O-])c3)=NO2)CN1C(=O)c1ccccc1 (some centres not stated)	-2.8%	-12%	14%	0.0	60	-0.1%	-1%	-10%	1.2%	0%
CCOC(=O)Nc1ccc(S(=O)(=O)NC2CCCCC2)cc1	-0.2%	11%	-14%	0.1	37	0.3%	-9%	5%	-0.5%	7%
O=C(NC1CCSc2ccccc21)c1ccccc1F (configuration not stated)	-0.4%	-7%	-2%	-0.8	50	0.3%	-1%	9%	-0.1%	3%
CCCCN1C(=O)c2ccc(C(=O)Nc3c(N)n(CCCC)c(=O)n(C)c3=O)cc2C1=O	0.5%	-7%	1%	2.9	40	-0.2%	1%	8%	-0.3%	1%
Cc1ccccc1N1C(=O)C(Cl)=C(N2CCN(c3ccccc3)CC2)C1=O	-2.4%	1%	-12%	-0.5	85	-0.1%	-3%	1%	0.6%	4%
COc1ccc(-c2nnc3sc(C4CCCCC4)nn23)cc1OC	0.5%	-2%	2%	11	72	-0.2%	-9%	-13%	-0.4%	1%
CCn1c(=O)n(CC(=O)NC2CCCC(C)C2C)c(=O)c2ccccc21 (configuration not stated)	-2.0%	7%	16%	-0.8	61	0.7%	1%	-8%	1.4%	-2%
COc1ccccc1C(=O)NNC(=O)c1sccc1-n1cccc1	1.2%	7%	4%	-0.3	34	-0.3%	-9%	-7%	0.0%	2%
Cc1nc(CCNC(=O)c2ccccc2)cs1	-1.4%	7%	0%	-1.1	36	-0.2%	4%	2%	0.2%	3%
CC(C)(C)c1ccc(C(=O)c2c[nH]c(C(=O)NCC3CCCO3)c2)cc1 (configuration not stated)	0.6%	9%	-4%	1.9	64	-0.2%	-12%	5%	0.1%	-4%
CCCCC[C@H](O)/C=C/[C@@H]1[C@@H](C/C=C\CCCC(=O)O)[C@H]2CO[C@@H]1C2	3.4%	0%	7%	-1.8	61	0.2%	1%	2%	3.5%	4%
Nc1nc(C23CC4CC(CC(Cl)(C4)C2)C3)cs1	-1.0%	-9%	-13%	1.2	46	0.0%	-11%	2%	0.4%	2%
Nc1nc(Nc2cccc(F)c2)nc(NCc2ccco2)c1[N+](=O)[O-]	-0.5%	-2%	-8%	12	59	-0.1%	-6%	3%	0.7%	0%
Cc1cc(C(F)(F)F)c2c(n1)sc1c(O)cc(=O)[nH]c12	2.6%	4%	-2%	-0.5	55	0.3%	2%	10%	5.1%	0%
COc1ccc(CNc2nc3c(c(=O)[nH]c(=O)n3C)n2Cc2ccccc2C)cc1	0.4%	2%	0%	-0.2	55	-0.1%	-2%	8%	-0.3%	6%
SMILES	HIV peptide binding	GPR55 LPI antagonism	GPR35 antagonists	NTR1 ag	NTR1 ag cell count 20 µM	GPR55 activation	Dengue-2 NS5 capping	AID2073	K1F lysis inhibition	Siah-1 displacement
O=C(/C=C/c1ccco1)Nc1ccccc1N1CCCCC1	-2.9%	1%	4%	4.3	94	-0.2%	-11%	-4%	-0.1%	-1%
CCN(CC)C(=O)Cn1cc(S(=O)(=O)CC(=O)Nc2ccc(F)cc2)c2ccccc21	-1.0%	-3%	-6%	0.4	54	0.2%	-5%	-4%	1.2%[50 µM]	0%
COc1ccc(CN2CCN(Cc3cc4ccccc4o3)CC2CCO)cc1C (configuration not stated)	-0.9%	-3%	32%	0.1	54	-0.1%	.	7%	0.6%	-2%
CCCCCNc1nc(NCCCO)c(C#N)c2c1CN(C)CC2	4.5%	14%	-8%	-0.3	46	-0.1%	17%	11%	-0.4%	4%
Oc1ccc(NCc2ccc(OCc3ccccc3)cc2)cc1	0.9%	-6%	-10%	.	.	0.0%	72%	-6%	0.9%[50 µM]	6%
COc1ccccc1-n1c(SCC(=O)N2CCCCC2)nc2cccnc21	-1.4%	1%	4%	-0.7	63	-0.1%	-5%	18%	7.6%	-3%
Cc1ccc(C(=O)N/C(=C/c2ccccc2)C(=O)NC(Cc2ccccc2)C(=O)O)cc1 (configuration not stated)	3.6%	15%	-8%	0.2	57	1.5%	-3%	2%	3.0%	2%
Oc1cc(O)c2c(c1)O[C@H](c1ccc(O)c(O)c1)[C@@H](O)C2	15%	1%	-4%	-1.1	48	-0.1%	1%	1%	8.9%	-3%
O=C(CC1Sc2ccccc2NC1=O)Nc1cccc(C(=O)O)c1 (configuration not stated)	11%	9%	6%	-0.6	100	-0.1%	-5%	19%	4.6%	10%
CCOC(=O)N1CCN(C(=O)C2CCN(S(=O)(=O)c3cc(C)ccc3OC)CC2)CC1	-1.1%	22%	13%	-1.1	62	0.4%	-13%	-10%	-0.5%	1%
Cc1ccc(NC(=O)c2ccc(S(=O)(=O)NCc3cccnc3)cc2)c(C)c1	0.2%	-3%	-9%	-1.3	72	0.5%	-2%	-7%	-0.1%	-3%
CN1C(=S)SC(/[N+]([O-])=C\c2ccco2)C1(C)C (configuration not stated)	-0.8%	0%	1%	4.9	89	-0.3%	-6%	-5%	1.5%	-6%
Cc1ccc(-c2c(C)c(-c3ccc(F)cc3)nc(N)c2C#N)o1	2.6%	3%	1%	3.9	66	-0.3%	-13%	10%	0.2%	-4%
Cc1nc2nc(SCC(=O)O)nn2c(C)c1Cc1ccccc1Cl	-1.2%	13%	5%	-0.2	44	-0.3%	-7%	23%	0.6%	-2%
CN(C)N1C(N)=C(C#N)C(c2ccccc2)C2=C1CC(C)(C)CC2=O (configuration not stated)	-1.3%	14%	-9%	-0.5	96	0.0%	-8%	1%	0.2%	10%
O=C(c1cccs1)N(Cc1ccc(F)cc1)C1CCS(=O)(=O)C1 (configuration not stated)	0.5%	-2%	10%	-0.2	62	-0.1%	-6%	3%	1.1%[50 µM]	-2%
COC(=O)c1cc(=O)nc2sc(-c3ccccc3)nn12	1.5%	15%	11%	0.3	53	0.5%	-5%	-3%	2.4%	0%
Cc1nn(Cc2ccc([N+](=O)[O-])cc2)c(=O)n1-c1ccccc1Cl	-0.6%	2%	5%	-0.5	69	-0.3%	10%	11%	0.1%	7%
O=C1NCCc2cc3c(cc21)OCO3	4.3%	9%	-1%	1.9	41	0.4%	-13%	3%	1.0%	7%
CCOC(=O)C1(CCc2ccccc2)CCN(C(=O)c2cccc(C)n2)CC1	0.4%	0%	9%	-0.4	97	0.1%	-7%	1%	0.4%	-4%
COc1ccc(-c2nc3c4c(ncn3n2)-c2ccccc2CC42CCCC2)cc1	-2.1%	-1%	-7%	-2.0	79	-0.2%	-7%	4%	2.6%[50 µM]	3%
COc1ccccc1NC(=O)Nc1cccc(NC(C)=O)c1	-1.4%	-2%	-8%	-0.8	57	-0.1%	-3%	1%	0.2%	-1%
CC1Cc2cc(S(=O)(=O)N3CCN(C)CC3)ccc2N1C(=O)C1CC1 (configuration not stated)	-1.0%	-7%	2%	1.9	63	-0.1%	5%	12%	2.0%	27%
O=C(Oc1cc(=O)oc2ccccc12)c1ccco1	-0.6%	15%	-7%	-1.1	53	-0.3%	6%	-13%	-1.4%	-3%
COc1ccc(S(=O)(=O)N2CCC(C(=O)NCc3ccncc3)CC2)cc1OC	-0.5%	-5%	7%	1.2	47	-0.1%	-8%	-8%	0.3%	-1%
SMILES	HIV peptide binding	GPR55 LPI antagonism	GPR35 antagonists	NTR1 ag	NTR1 ag cell count 20 µM	GPR55 activation	Dengue-2 NS5 capping	AID2073	K1F lysis inhibition	Siah-1 displacement
Cn1c(N)c(C(=O)COC(=O)c2cc(S(=O)(=O)N3CCCCC3)ccc2Cl)c(=O)n(C)c1=O	-0.3%	1%	2%	2.8	42	-0.3%	-2%	-6%	0.4%[50 µM]	6%
CCCOc1cccc(OCCSc2nc(C)cc(=O)[nH]2)c1	1.6%	-8%	3%	3.4	57	-0.2%	-3%	-10%	1.5%	1%
CCN(CC)Cc1cc(C(=O)O)c(-c2ccccc2)o1	0.7%	-1%	-9%	2.0	76	0.8%	-1%	-2%	0.4%	1%
CC(=O)c1ccc(OC(=O)COc2ccccc2)cc1	2.6%	1%	-12%	-1.5	57	0.7%	-18%	3%	-2.7%	-2%
COc1ccc(NC(=O)c2ccco2)cc1NC(=O)c1cccc(OC(C)C)c1	-2.7%	-5%	5%	-0.7	84	0.5%	-10%	32%	2.1%	-4%
Cc1ccc(-c2nc(NCC3CCCO3)sc2C)cc1 (configuration not stated)	1.6%	13%	6%	2.6	43	0.6%	-28%	22%	-0.3%	2%
Cc1cccc(C)c1N(CC(=O)Nc1cc(Cl)ccc1Oc1ccccc1)S(C)(=O)=O	1.4%	16%	-4%	6.8	34	-0.4%	-8%	3%	0.7%	3%
